Bioassay records (PubChem)
697 NFkB inh: inhibitors of PMA/ionomycin-induced NF-kB reporter, 697 cells, primary screen, B-cell NF-kB inhibitor project, cell-based, luminescence, uHTS; 697 B-cell NF-kB luciferase reporter, 16 h; inhibition, % at 4 µM; hit rate 0.33% among 330,000; AID 435022, 2010; in the data active = inhibition above about 35%
UBC13 polyUb: UBC13 polyubiquitin chain formation inhibitors, primary screen, biochemical, TR-FRET, uHTS. inhibition, % at 20 µM. hit rate 0.47% among 330,000. Ubiquitin-conjugating enzyme E2 N (Homo sapiens), P61088; in the data active = inhibition above about 45%, passing the limit was not always enough
Target sequence (P61088 whole entry, looked up): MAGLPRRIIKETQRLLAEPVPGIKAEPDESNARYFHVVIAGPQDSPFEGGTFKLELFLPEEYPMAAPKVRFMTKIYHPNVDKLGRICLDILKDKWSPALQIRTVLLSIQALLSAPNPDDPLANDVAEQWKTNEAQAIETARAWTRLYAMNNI
SENP7 block: SENP7 protease inhibitors, primary screen, biochemical, luminescence, uHTS; hit rate 1.5% among 330,000; recombinant SENP7, Z-RLRGG-aminoluciferin luminescence, 40 min; inhibition, % at 5 µM;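 active = inhibition above about 50% at the single test dose, limit read from the data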;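 note: plate controls were DMSO with enzyme for no effect and no enzyme buffer wells for full effect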
Target sequence (Q9BQF6 706-1050 limits assumed): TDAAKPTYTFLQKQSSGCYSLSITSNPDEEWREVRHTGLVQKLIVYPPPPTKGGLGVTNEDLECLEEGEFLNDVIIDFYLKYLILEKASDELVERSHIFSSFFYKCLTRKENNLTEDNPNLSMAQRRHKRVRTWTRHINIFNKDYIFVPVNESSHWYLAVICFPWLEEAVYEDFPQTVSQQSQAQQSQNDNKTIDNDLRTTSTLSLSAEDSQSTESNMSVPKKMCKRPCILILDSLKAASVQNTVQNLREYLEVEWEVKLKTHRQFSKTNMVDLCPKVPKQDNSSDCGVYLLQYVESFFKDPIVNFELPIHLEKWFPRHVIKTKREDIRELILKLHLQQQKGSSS
HKDC1 inh: HKDC1 hexokinase inhibitors, primary screen, biochemical, fluorescence, uHTS. hit rate 0.16% among 340,000. Q2TB90. recombinant HKDC1, G6PDH/diaphorase resazurin coupled fluorescence. AID 493160, 2011. inhibition, % at 20 µM;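 active = inhibition above about 35% when tested at 20 µM, limit read from the data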;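 note: plate controls were DMSO wells with enzyme for no effect and DMSO wells lacking enzyme for full effect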
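Incubation: 90 min at room temperature in dark / Material: recombinant HKDC1 (HK5) hexokinase enzyme, produced in-house / Quantity: enzyme 5 µg/mL final / Compound: one dose of 20 µM, 1% DMSO / Reagent: glucose and ATP substrates / Buffer or medium: Tris pH 8.0 buffer with MgCl2, Tween-20, BSA, BME / Technique: resorufin fluorescence at 613 nm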
Gli-Sufu antag: Gli-Sufu pathway antagonists, primary screen, luciferase luminescence, Sufu-KO-LIGHT cells, uHTS; AID 588413, 2011; hit rate 0.74% among 340,000; inhibition, % at 5 µM; Sufu-KO-LIGHT fibroblasts, Gli luciferase reporter luminescence;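 active = inhibition above about 55%, limit read from the data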;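 note: 0% = DMSO-treated cells and 100% = wells with medium but no cells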
SENP8 inh: SENP8 protease inhibitors, primary screen, biochemical, luminescence; purified SENP8, Z-RLRGG-aminoluciferin cleavage; inhibition, % at 10 µM; Sentrin-specific protease 8 (Homo sapiens), Q96LD8; hit rate 1.2% among 330,000
Target sequence (Q96LD8 whole entry, looked up): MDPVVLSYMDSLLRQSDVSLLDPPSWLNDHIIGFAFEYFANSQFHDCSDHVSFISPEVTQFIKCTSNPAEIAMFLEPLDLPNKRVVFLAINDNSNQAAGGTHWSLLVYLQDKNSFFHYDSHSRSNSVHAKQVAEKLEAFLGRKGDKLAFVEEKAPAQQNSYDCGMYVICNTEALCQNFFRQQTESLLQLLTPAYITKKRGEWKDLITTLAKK
Jurkat NFkB inh: inhibitors of induced NF-kB luciferase reporter, primary screen, TCR NF-kB activation inhibitor project, cell-based, luminescence, uHTS | inhibition, % at 4 µM | Jurkat, PMA/ionomycin-induced NF-kB luciferase reporter | hit rate 0.53% among 330,000
Apaf-1 inh: inhibitors of human Apaf-1 apoptosome, primary screen, biochemical, DEVD-Rh110 fluorescence, uHTS; AID 489030, 2010; inhibition, % at 20 µM; reconstituted apoptosome caspase-3 activity; hit rate 0.71% among 330,000; Apoptotic protease-activating factor 1 (Homo sapiens), O14727; active = inhibition of at least 40% at 20 µM;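 note: plate controls were DMSO wells for no effect and DEVD-CHO caspase inhibitor wells for full effect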
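detection = Rh110 fluorescence intensity | test system = biochemical Apaf-1 apoptosome reconstitution | also added = cytochrome c and DEVD-Rh110 substrate | schedule = 30 min plus 50 min, RT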
* marks the source's active call; other numbers are inactive results; · = not tested or not shown. Cut-off read from the data, not from the text of the source, unless noted: active = inhibition above about 50%; inactive = the rest.

SMILES	697 NFkB inh	UBC13 polyUb	SENP7 block	HKDC1 inh	Gli-Sufu antag	SENP8 inh	Jurkat NFkB inh	Apaf-1 inh
O=c1cc(-c2ccccc2)[nH][nH]1	4	-7	0	-7	4	2	10	2
COC(=O)[C@@H](NC(=O)NCc1ccco1)C(C)C	20	1	-5	3	2	-2	-2	-4
O=C(C[n+]1cc[nH]c1)c1ccc(Cl)cc1	7	14	2	-5	-14	4	2	-12
CCN(Cc1ccccc1)C(c1cc2cc(C)ccc2[nH]c1=O)c1nnnn1CCOC (stereo not given)	7	-6	2	0	4	3	-12	10
O=[N+]([O-])c1ccc(Oc2cccc3cccnc23)c([N+](=O)[O-])c1	-16	-27	-2	18	-8	-8	-16	18
c1ccc(Sc2ncnc3c2oc2ccccc23)nc1	-71	-4	0	-15	-71	-1	-53	3
S=c1[nH]nc(-c2cc(-c3ccccn3)nc3ccccc23)o1	1	-11	-7	-1	5	-3	0	-4
Cc1cc(-c2cc(-c3ccc(Cl)cc3)nc(N)c2C#N)co1	9	-6	4	0	3	1	9	14
Cc1ccc(C(=O)CC(C(=O)O)c2cn(CCC#N)c3ccccc23)cc1 (stereo not given)	-15	-6	-9	0	1	-11	-6	1
CCOc1ccc(/C=C/C(=O)NCc2ccccc2)cc1	8	2	3	-7	-20	0	-1	5
CCOC(=O)c1c(C)n(C)c2ccc(OC(C)=O)cc12	5	6	-2	-1	3	6	-4	6
CCc1ccc2oc(C(=O)Nc3cccnc3)c(C)c2c1	2	5	69*	-5	-72	49	-84	12
C=CCNC(=O)C(C)N1C(=O)c2ccccc2C1=O (stereo not given)	1	7	-6	0	-1	0	10	2
O=C(NCCCCc1ccccc1)Nc1ccc(F)cc1F	-9	5	7	-6	-25	-14	-5	9
CC(CCc1ccccc1)NC(=O)c1ccccc1Cl (stereo not given)	9	6	4	-2	-5	10	9	3
Clc1ccc2nc(CSCc3ccccc3)cn2c1	-137	9	7	-4	-100	2	-82	9
O=C(NN1C(=O)c2ccccc2C1=O)C1CCCCC1	8	5	2	-4	-20	-6	0	-7
COc1ccc(-c2nn(CCC(=O)O)cc2CCC(=O)O)cc1	-1	5	6	4	0	-2	-12	2
CC(/C=C/c1ccccc1)=N\Nc1nc2c(c(=O)[nH]c(=O)n2C)n1CCO	14	-15	0	-4	3	3	-5	-23
O=C(N1CCCC1)C12CC3CCC(CC(C3)C1)C2	-2	-6	-5	-6	-5	-7	-34	7

5 entries already listed, sorted by SMILES length, rising.
SMILES	697 NFkB inh	UBC13 polyUb	SENP7 block	HKDC1 inh	Gli-Sufu antag	SENP8 inh	Jurkat NFkB inh	Apaf-1 inh
CC(CCc1ccccc1)NC(=O)c1ccccc1Cl (stereo not given)	9	6	4	-2	-5	10	9	3
O=C(N1CCCC1)C12CC3CCC(CC(C3)C1)C2	-2	-6	-5	-6	-5	-7	-34	7
COC(=O)[C@@H](NC(=O)NCc1ccco1)C(C)C	20	1	-5	3	2	-2	-2	-4
CCOC(=O)c1c(C)n(C)c2ccc(OC(C)=O)cc12	5	6	-2	-1	3	6	-4	6
CCN(Cc1ccccc1)C(c1cc2cc(C)ccc2[nH]c1=O)c1nnnn1CCOC (stereo not given)	7	-6	2	0	4	3	-12	10

New compounds follow.
SMILES	697 NFkB inh	UBC13 polyUb	SENP7 block	HKDC1 inh	Gli-Sufu antag	SENP8 inh	Jurkat NFkB inh	Apaf-1 inh
CC(C)C(CCN1C(=O)c2ccccc2C1=O)c1ccco1 (stereo not given)	-36	-6	5	3	-2	8	-7	16
Cc1ccc(C)c(NC2=NS(=O)(=O)c3ccccc32)c1	-2	-3	-12	-14	1	-2	4	-6
Cc1cccc(NC(=O)Cn2cc(C=O)c3ccccc32)c1	-18	7	7	-1	6	2	10	17
COC(=O)C1=C(NC(=O)c2ccc(C)c(C)c2)CCS1	-23	16	35	13	-9	-17	-20	1
COc1ccc(NC(=O)O/N=C/c2ccc(N(C)C)cc2)cc1	-69	-13	2	2	-14	-6	-45	10
CCNC(=O)COc1ccc(S(=O)(=O)Nc2ccccc2)cc1	-38	-3	-3	-13	-1	4	-7	-7
O=S(=O)(c1cccc2cccnc12)N1CCOCC1	3	-1	-7	-9	15	-9	9	-11
CSCCC(NC(=O)OCc1ccccc1)C(=O)NCc1cccnc1 (stereo not given)	0	0	-3	4	1	-12	-3	-2
COc1cc(OC)cc(C(=O)N2CCN(C(=O)c3cccc(F)c3)CC2)c1	8	3	3	-2	3	2	-5	-7
CC(C(=O)NC1CCCC1)N(C(=O)c1snc(C(N)=O)c1N)c1ccc2c(c1)OCCO2 (stereo not given)	23	72*	0	-4	-2	-3	5	-1
CCOC(=O)C1CCCN(C(=O)c2cc(COc3ccc(C)nc3)on2)C1 (stereo not given)	-36	3	-17	-5	-2	-11	-17	7
O=C(Nc1cccc(S(=O)(=O)N2CCCC2)c1)c1ccncc1	-13	-4	1	0	10	8	20	0
CCCN1CCC(NC(=O)Nc2ccc(F)cc2F)CC1	-1	-4	10	-1	24	3	5	7
COc1ccc(Cc2nnc(N/N=C/c3ccc(O)cc3O)[nH]c2=O)cc1OC	4	-40	-5	-28	-7	-12	-9	-3
COc1cc(N=Nc2c(O)c3ccccc3[nH]c2=O)c(OC)cc1N=Nc1ccccc1	11	-18	1	0	-14	14	-17	8
c1coc(CN(Cc2cccs2)Cc2nnnn2C2CCCCC2)c1	1	-6	4	-7	3	4	-5	10
O=C(OC1CCCCC1=O)c1cc(S(=O)(=O)N2CCOCC2)ccc1F (stereo not given)	0	6	-3	-1	-10	-9	6	-4
Cc1ccc(C(C(=O)NCCc2ccccc2)N(C(=O)c2csnn2)C2CC2)cc1 (stereo not given)	-10	-6	-12	-3	25	-9	1	2
Cc1cc(C)nc(NS(=O)(=O)c2ccc(NC(=O)Cc3ccc(F)cc3)cc2)n1	-14	-9	-6	-2	-3	-2	-3	10
O=C(NCCc1ccccc1)C(=O)NCc1ccncc1	-1	-2	10	6	-10	2	13	3

Profiles, looked up by structure.
Shown for `COC(=O)C1=C(NC(=O)c2ccc(C)c(C)c2)CCS1` → 697 NFkB inh = -23; UBC13 polyUb = 16; SENP7 block = 35; HKDC1 inh = 13; Gli-Sufu antag = -9; SENP8 inh = -17; Jurkat NFkB inh = -20; Apaf-1 inh = 1
Shown for `COc1ccc(Cc2nnc(N/N=C/c3ccc(O)cc3O)[nH]c2=O)cc1OC` → 697 NFkB inh = 4; UBC13 polyUb = -40; SENP7 block = -5; HKDC1 inh = -28; Gli-Sufu antag = -7; SENP8 inh = -12; Jurkat NFkB inh = -9; Apaf-1 inh = -3
Shown for `CCCN1CCC(NC(=O)Nc2ccc(F)cc2F)CC1` → 697 NFkB inh = -1; UBC13 polyUb = -4; SENP7 block = 10; HKDC1 inh = -1; Gli-Sufu antag = 24; SENP8 inh = 3; Jurkat NFkB inh = 5; Apaf-1 inh = 7

Continuation:
SMILES	697 NFkB inh	UBC13 polyUb	SENP7 block	HKDC1 inh	Gli-Sufu antag	SENP8 inh	Jurkat NFkB inh	Apaf-1 inh
C/C(=C\c1ccc(N)cc1)c1nc2ccccc2[nH]1	-19	-3	5	1	-71	1	-47	1
C/[N+]([O-])=C\c1ccc([N+](=O)[O-])o1	7	-30	-6	-1	-12	-11	-14	3
CC[C@]12c3[nH]c4cc(-c5ccco5)ccc4c3CCN1C(=O)[C@@H](CC(=O)NCCN1CCOCC1)C[C@@H]2C(=O)N1CCN(C(=O)c2ccco2)CC1	-2	·	4	-2	-23	·	·	17
COc1ccc(CCC(=O)NCc2ccc3c(c2)OCO3)cc1	1	-2	-1	-1	41	8	3	-6
Nc1ccc(-c2cc3ccccc3oc2=O)cc1	61*	-11	5	-5	61*	-1	-23	3
COCCCNC(=O)CSc1nc2c(sc3ccccc32)c(=O)n1CCCC(=O)NCC1CCCO1 (stereo not given)	24	3	-5	-7	0	9	12	-16
COc1ccccc1C(=O)N/C(=C/c1ccc2c(c1)OCO2)C(=O)Nc1cccc(C(=O)O)c1	15	-10	8	-11	0	0	-6	8
c1ccc(-c2nnc(CN3CCCc4ccccc43)o2)cc1	0	-5	0	-1	-4	1	7	-11
CCOC(=O)c1oc2cc(O)cc(O)c2c(=O)c1OCc1ccccc1	1	-4	1	-5	7	9	22	-10
COc1ccccc1NS(=O)(=O)c1cc(NC(=O)c2ccncc2)ccc1N1CCCC1	-24	5	0	7	29	0	8	11
CCOc1ccc(-c2noc(CCC(=O)NC3CCCCC3)n2)cc1OC	-11	-4	1	-5	-6	5	-10	4
CCCCc1ccc(NC(=O)C(C)CC)cc1 (stereo not given)	-38	0	-2	-4	-26	-11	-26	8
CCC(C)(C)NC(=O)C(c1ccc(F)cc1)N(Cc1cccc(OC)c1)C(=O)c1cnccn1 (stereo not given)	10	5	0	0	1	0	20	4
COc1ccc(CC(=O)NCc2n[nH]c(=S)n2-c2ccccc2)cc1	18	-6	-2	2	-6	6	2	-11
CCN(c1ccccc1)c1nc2nonc2nc1NCCO	11	-9	-3	-3	-1	-5	-7	-4
N#CCC(=O)Nc1ccc(C(=O)Nc2ccc3c(c2)OCO3)cc1	15	-19	6	-4	-27	7	-26	-17
Cc1onc(-c2ccccc2)c1C(=O)Nc1ccon1	8	2	4	-10	-5	3	-3	-11
Cc1ccccc1C(=O)Nc1ccccc1NC(=O)c1ccccc1Br	19	4	-4	-8	6	-5	3	-1
CC1CC(C)(C)NC(=S)N1CCCC(=O)Nc1ccc(F)cc1 (stereo not given)	-5	-9	-11	-6	-15	-5	0	-1
Cc1cc(C)nc(N(C#N)Cc2ccccc2)n1	3	2	8	-4	-14	-7	2	3

An excerpt of these results, with two lines to a compound:
Values run as follows: 697 NFkB inh | UBC13 polyUb | SENP7 block | HKDC1 inh | Gli-Sufu antag | SENP8 inh | Jurkat NFkB inh | Apaf-1 inh
O=C(OC1CCCCC1=O)c1cc(S(=O)(=O)N2CCOCC2)ccc1F (stereo not given)
    0 | 6 | -3 | -1 | -10 | -9 | 6 | -4
Cc1ccccc1C(=O)Nc1ccccc1NC(=O)c1ccccc1Br
    19 | 4 | -4 | -8 | 6 | -5 | 3 | -1

Later entries:
SMILES	697 NFkB inh	UBC13 polyUb	SENP7 block	HKDC1 inh	Gli-Sufu antag	SENP8 inh	Jurkat NFkB inh	Apaf-1 inh
COCCOC(=O)C1=C(C)N=C2SCCC(=O)N2C1/C=C/c1ccccc1 (stereo not given)	-29	-6	-2	2	0	-1	5	9
CC(C)CN(C(=O)COC(=O)c1ccc(-c2ccccc2)cc1)C1CCS(=O)(=O)C1 (stereo not given)	6	-5	-3	-2	5	-15	-5	13
O=C1CSC(c2ccccn2)N1c1ccc(C(F)(F)F)cc1 (stereo not given)	9	3	-1	1	24	-1	0	-10
O=C(CSc1nnc(Nc2ccccc2F)s1)NC1CCCC1	-17	1	-2	-4	-2	-20	-20	16

Three compounds from above, showing only Jurkat NFkB inh and HKDC1 inh.
Structure	Jurkat NFkB inh	HKDC1 inh
CC(C)CN(C(=O)COC(=O)c1ccc(-c2ccccc2)cc1)C1CCS(=O)(=O)C1 (stereo not given)	-5	-2
O=C1CSC(c2ccccn2)N1c1ccc(C(F)(F)F)cc1 (stereo not given)	0	1
O=C(CSc1nnc(Nc2ccccc2F)s1)NC1CCCC1	-20	-4
